Pol kappa inh: DNA polymerase kappa (human) inhibition; Q9UBT6; purified Pol kappa, fluorescent DNA synthesis assay, 10 min; Potency, µM (series often up to 107 µM), inactives show at the top dose activity, negative = inhibition, most hits filed as inhibitors; 0.53% of 400,000 active; also: potency is read from the fitted curve at half-maximal effect; % is scaled to controls: 0 for no effect and ±100 for the full control effect
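First, compounds were pin-transferred onto 10 nM Pol kappa. After 15 min at room temperature, substrate was added to 50 nM final. Fluorescence was then measured kinetically at 0 and 10 min.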
PGK inhibitor: T. brucei PGK inhibition | 0.043% of 380,000 active | Potency, µM (titrated, usually from 57.5 µM), for the others: top-dose activity change, negative = inhibition, usual class: inhibitors | P07378 | PGK/GAPDH coupled, Kinase-Glo luminescence, 60 min; also: potency is read from the fitted curve at half-maximal effect; % is scaled to controls: 0 for no effect and ±100 for the full control effect; nearly all actives have a fitted effect of over 60% in size
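Luminescent ATP detection (Kinase-Glo Plus) follows a 60-minute room-temperature incubation, with wells lacking PGK as controls. Buffer: 100 mM TEA (pH 7.6), 5 mM MgCl2, 0.01% Tween-20. Coupling enzyme GAPDH (100 nM final) supplies unstable 1,3-BPG in-well.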
BLM helicase inh: blocks DNA unwinding by human BLM helicase. Potency, µM (titrated, usually from 56.1 µM), for the others: at the highest dose activity change, negative = inhibition, hits mostly inhibitors. recombinant BLM DNA unwinding, fluorescence dequenching. 0.2% of 350,000 active. AID 2528;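 also: potency is read from the fitted curve at half-maximal effect; plate controls were vehicle for no effect and no enzyme for full effect; nearly all actives have a fitted effect of over 35% in size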
POLB inh: DNA polymerase beta (human) inhibition; Pol beta primer extension/strand displacement, fluorescence kinetic; Potency, µM (top dose mostly 114 µM), for inactives: top-dose activity change, negative = inhibition, usual class: inhibitors; 1.3% of 340,000 active; also: potency is read from the fitted curve at half-maximal effect; % is scaled to controls: 0 for no effect and ±100 for the full control effect
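Pol beta (10 nM) and compounds were preincubated 15 min at room temperature, then 50 nM substrate (final) started primer extension/strand displacement. Reads were taken at 0 and 10 min; concentration-response data were fitted to a four-parameter Hill equation.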
Pol eta inh: DNA polymerase eta (human) inhibition; Q9Y253; recombinant Pol eta, fluorescent DNA replication assay; Potency, µM (doses to about 114 µM), without a hit: at the highest dose activity change, negative = inhibition, usual class: inhibitors; 1.2% of 390,000 active; AID 588591; also: potency is read from the fitted curve at half-maximal effect; % is scaled to controls: 0 for no effect and ±100 for the full control effect
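Fluorescent replication assay: 50 nM final substrate added after a 15 min room-temperature compound preincubation with 10 nM enzyme. Signal taken at 0 min and again at 10 min.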
Apoferritin bind: binds horse apoferritin like a general anesthetic; apoferritin/1-aminoanthracene competitive binding, fluorescence; AID 485281; Potency, µM (series often up to 77.5 µM), for the others: top-dose activity change, negative = displacement, actives largely listed as inhibitors; 0.074% of 350,000 active; also: potency is read from the fitted curve at half-maximal effect; % is scaled to controls: 0 for no effect and ±100 for the full control effect; nearly all actives have a fitted effect of over 20% in size
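Horse-spleen apoferritin (10 uM) was mixed with 50% saturated 1-aminoanthracene in PBS, exposed to compounds for 10 min at room temperature, and read for fluorescence (ex 380 nm, em 535 nm). Competitive displacement was fitted with a four-parameter Hill equation.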
APEX1 inh: APE1 (human) endonuclease inhibition. AID 2517. P27695. recombinant APE1, TAMRA/BHQ-2 abasic DNA cleavage fluorescence. 0.35% of 350,000 active. Potency, µM (series often up to 65.8 µM), for the others: top-dose activity change, negative = inhibition, most hits filed as inhibitors;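 also: potency is read from the fitted curve at half-maximal effect; plate controls were vehicle for no effect and reference inhibitor for full effect; nearly all actives have a fitted effect of over 55% in size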
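Kinetic fluorescence read (525 ex/598 em nm, three reads 60 s apart) of AP-site incision; signal = third minus first read. Enzyme 0.75 nM, dual-labelled THF duplex 50 nM, compound preincubation 15 min RT.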
Pol iota inh: inhibitors of human DNA polymerase iota; AID 588590; Q9UNA4; Potency, µM (highest dose often 115 µM), without a hit: at the highest dose activity, negative = inhibition, actives largely listed as inhibitors; 1% of 390,000 active; Pol iota fluorescent replication assay, 10 min; also: potency is read from the fitted curve at half-maximal effect
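Fluorescent replication assay read twice, at 0 min and 10 min after adding 50 nM (final) substrate. Enzyme (10 nM) and compounds were first incubated 15 min at room temperature; enzyme-free buffer wells were negative controls.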
RXFP1 antag: blocks the human relaxin receptor RXFP1 | HEK293-RXFP1, relaxin-stimulated cAMP HTRF, 30 min; active compounds read low | activity change, negative = inhibition, % at 57.5 µM | 0.59% of 350,000 active | AID 1259400;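 active = activity change of -60% or lower, but not beyond a set lower limit; inconclusive = change between -60% and -40%, or beyond the set limit; inactive = change above -40%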; also: % is scaled to controls: 0 for no effect and ±100 for the full control effect
Target sequence (Q9HBX9 whole entry, looked up): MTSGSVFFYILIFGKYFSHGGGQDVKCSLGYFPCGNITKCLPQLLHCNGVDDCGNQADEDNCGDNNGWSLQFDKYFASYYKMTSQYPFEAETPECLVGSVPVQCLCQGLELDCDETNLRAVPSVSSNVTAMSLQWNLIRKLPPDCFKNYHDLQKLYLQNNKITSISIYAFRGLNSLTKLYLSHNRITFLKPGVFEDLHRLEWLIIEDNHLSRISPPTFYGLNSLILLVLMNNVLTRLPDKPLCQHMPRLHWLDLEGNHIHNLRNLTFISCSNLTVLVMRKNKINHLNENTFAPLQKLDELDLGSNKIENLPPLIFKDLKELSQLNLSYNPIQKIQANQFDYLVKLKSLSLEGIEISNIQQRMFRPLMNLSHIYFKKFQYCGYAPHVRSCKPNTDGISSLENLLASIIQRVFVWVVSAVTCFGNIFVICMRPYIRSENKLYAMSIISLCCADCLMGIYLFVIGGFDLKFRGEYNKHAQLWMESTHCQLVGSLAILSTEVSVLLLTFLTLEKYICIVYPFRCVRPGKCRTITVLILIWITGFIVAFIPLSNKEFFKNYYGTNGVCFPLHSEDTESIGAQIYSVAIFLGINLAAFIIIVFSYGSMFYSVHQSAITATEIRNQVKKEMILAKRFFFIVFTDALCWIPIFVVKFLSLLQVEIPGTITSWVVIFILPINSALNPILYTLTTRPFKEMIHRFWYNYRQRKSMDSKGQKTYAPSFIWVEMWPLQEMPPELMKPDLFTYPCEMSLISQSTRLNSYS
Starred values were filed as active, the others as inactive; i = inactive; u = inconclusive; x = not tested or not shown; & = joins results of further samples; [ ] = another dose, or the depositor's remark. Unless noted, calls follow the shape of the dose curve; as a rule, active = well fitted curve in the direction sought with a large enough effect; inconclusive = small, poorly fitted or top-dose-only effect, or another doubt; inactive = no such curve, though single readings can be large; an effect the other way counts as inactive or inconclusive. These rows are one share of the data. The share of hits here may be higher or lower than overall.

| structure | Pol kappa inh | PGK inhibitor | BLM helicase inh | POLB inh | Pol eta inh | Apoferritin bind | APEX1 inh | Pol iota inh | RXFP1 antag |
| --- | --- | --- | --- | --- | --- | --- | --- | --- | --- |
| Cc1cc(NC(=O)c2ccccc2)sc1C | -3% | -11% | -14% | -10% | -1% | -11% | 4% | u | 2 |
| COc1cccc2c1cc1c(=O)n(CC(=O)N3CCN(c4ccc(Cl)cc4)CC3)nc(C)n12 | 8% | i | -1% | 13% | -21% | 19% | x | 23% | -6 |
| CCOC(=O)C1CCN(c2ccccc2CN2CCN(c3ccccc3OCC)CC2)CC1 | 9% | -1% | -4% | 9% | -22% | -7% | 22% | 25% | 3 |
| CC[Si](CC)(CC)O[C@H]([C@@H](C)COCOC)[C@@H](C)COCc1ccc(OC)cc1 | -4% | x | 3% | x | x | -6% | 0% | 30%[activator] | x |
| CCN(CC)c1ccc(-n2c(O)c(C=C3N=c4ccccc4=N3)sc2=S)cc1 | -10% | 0% | 3% | -2% | -6% | -10% | 2% | 5% | 7 |
| CC(=O)Oc1ccccc1C(=O)O | -6%[60.1 µM] | -8% | 3% | 14%[57.1 µM] | 2%[57.1 µM] | x | 0%&-2%&-1%&10% | u | -11 |
| COc1cc(C(=O)OCC(=O)NC2CC2)cc(OC)c1OC | -12% | -6% | x | x | -23% | x | 16% | 4% | 0 |
| C/C=C(\C)CN1CCC(Oc2cc(C(=O)NC3CC3)ccc2OC)CC1 | -1% | -1% | 0% | 0% | -20% | -5% | 20% | 8% | -15 |
| O=C(N/N=C/c1ccc(Cl)s1)c1ccccc1[N+](=O)[O-] | 7% | -7% | -3% | 18% | -14% | -15% | 0% | -13% | -2 |
| CCCOc1cc(N(CC)CC)ccc1/C=C(/C#N)c1nc2ccc(C)cc2[nH]1 | -5% | i | 4% | 20% | -17% | u | -5% | 56%[activator] | -12 |
| COc1ccc(CCNC(=O)C2CCN(S(=O)(=O)c3cnc[nH]3)CC2)cc1OC | 11% | i | 0% | 2% | -12% | -10% | 3% | 0% | -13 |
| COC(=O)c1ccc(OCC(O)CN2CCC(C)CC2)cc1 (stereo not given) | 0% | 8% | 1% | 6% | -21% | -14% | -1% | 14% | x |
| COc1ccc2c(C)nc(Nc3nc(C)cc(C)n3)nc2c1 | -18% | i | -6% | 45% | 12% | -10% | -3% | -3% | 6 |
| Cn1ccnc1SCC(=O)Nc1cccc(C#N)c1 | 5% | 0% | x | x | -3% | x | 20% | 26% | -5 |
| O=C(NC(=O)c1csnn1)Nc1ccccc1Cl | -2% | -10% | -1% | 0% | 1% | -2% | 26% | -11% | -5 |
| O=C(c1ccco1)N1CCN(C(=O)c2ccccc2Oc2ccccc2)CC1 | -5%[60.1 µM] | -9% | -2% | -27% | 1% | -3% | 8% | 26% | 2 |
| C/C(=N\NC(=O)c1c(Cl)c(C)nn1C)c1cccc(NC(=O)COc2ccc(Cl)cc2)c1 | -2% | -1% | -8% | -5% | -11% | -10% | u | 12% | -5 |
| Cc1cc2c(cc1C)NC(=O)CC(c1ccccc1)=N2 | -11% | -2% | x | x | -28% | x | x | 26% | -7 |
| COc1ccc([N+](=O)[O-])cc1NC(=O)c1cc(C)c(C)o1 | -1% | 0% | -11% | u | -1% | -8% | 16% | -1% | 6 |
| CC(C(=O)Nc1nc2ccccc2s1)n1cc([N+](=O)[O-])cn1 (stereo not given) | -6% | -3% | -4% | 6% | -19% | -1% | 7% | 98%[activator] | 1 |
| Cn1c(C(=O)O)c(CC(=O)Nc2ccccc2F)c2ccccc21 | -13% | 11% | 0% | 3% | -1% | -2% | -1% | 51%[activator] | 3 |
| CCc1nccn1S(=O)(=O)c1ccc(C)c(C)c1 | -16% | -5% | -2% | 1% | -3% | 1% | -4% | -4% | 5 |
| CCOC(=O)/C=C(/C)N1N=C(c2ccc(OC)cc2)CC1c1cccc([N+](=O)[O-])c1 (stereo not given) | -14% | -9% | -6% | 1% | -7% | -11% | -5% | 3% | 12 |
| Cc1cccc(C)c1NC(=O)CN(C)C(=O)C(c1ccccc1)c1ccccc1 | -1% | -8% | 0% | 2% | -7% | -3% | 2% | 48%[activator] | -1 |
| Brc1ccc(CNc2cc3c(cc2Br)OCCO3)cc1 | -5% | -8% | -10% | 5% | -18% | 19% | -3% | 32%[activator] | -22 |
| CSc1cc(/C=N/O)c(SC)s1 | 2% | -13% | -13% | 9% | -8% | -11% | 4% | 16% | -8 |

A different layout for some results above.
CCN(CC)c1ccc(-n2c(O)c(C=C3N=c4ccccc4=N3)sc2=S)cc1
  Pol kappa inh = -10%
  PGK inhibitor = 0%
  BLM helicase inh = 3%
  POLB inh = -2%
  Pol eta inh = -6%
  Apoferritin bind = -10%
  APEX1 inh = 2%
  Pol iota inh = 5%
  RXFP1 antag = 7
CC(=O)Oc1ccccc1C(=O)O
  Pol kappa inh = -6%[60.1 µM]
  PGK inhibitor = -8%
  BLM helicase inh = 3%
  POLB inh = 14%[57.1 µM]
  Pol eta inh = 2%[57.1 µM]
  Apoferritin bind = x
  APEX1 inh = 0%&-2%&-1%&10%
  Pol iota inh = u
  RXFP1 antag = -11
COc1cc(C(=O)OCC(=O)NC2CC2)cc(OC)c1OC
  Pol kappa inh = -12%
  PGK inhibitor = -6%
  BLM helicase inh = x
  POLB inh = x
  Pol eta inh = -23%
  Apoferritin bind = x
  APEX1 inh = 16%
  Pol iota inh = 4%
  RXFP1 antag = 0
C/C=C(\C)CN1CCC(Oc2cc(C(=O)NC3CC3)ccc2OC)CC1
  Pol kappa inh = -1%
  PGK inhibitor = -1%
  BLM helicase inh = 0%
  POLB inh = 0%
  Pol eta inh = -20%
  Apoferritin bind = -5%
  APEX1 inh = 20%
  Pol iota inh = 8%
  RXFP1 antag = -15

Screening data deposited in PubChem by National Center for Advancing Translational Sciences (NCATS).
